IAP activation – mouse intestinal phosphatase enzyme activation – biochemical, luminescence, single concentration, confirmation (AID 434970); activity change, negative = activation, % at 10 µM; purified mouse IAP, CDP-Star luminescence, 30 min; stronger effect = lower value; 11,000 tested, 2.9% active; in the data active = activity change below about -85%;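 note: percent relative to enzyme plus DMSO wells and wells without enzyme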
IAP activation Fold change – second read-out of IAP activation, no call of its own (marks repeat the call); activation factor; measured here: IAP activation factor; stronger effect = higher value;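 fold luminescence change scaled to plate control wells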
* = called active by the depositor.

Fields: IAP activation | IAP activation Fold change
#1 O=C1NC(=O)N(Cc2ccco2)C(=O)/C1=C\c1cccn1CCOc1ccc(Cl)cc1
  50.4 | 0.496
#2 Cc1cc(OCC(=O)NC2CCS(=O)(=O)C2)c2c3c(c(=O)oc2c1)CCC3 (stereo not drawn)
  -11.0 | 1.11
#3 Cc1cccn2c(=O)c3cc(C(=O)N4CCC5(CC4)OCCO5)n(C)c3nc12
  7.6 | 0.924
#4 CCOC(=O)c1ccc(N2C(=O)CC(N3CC=C(c4ccc(F)cc4)CC3)C2=O)cc1 (stereo not drawn)
  0.5 | 0.996
#5 Fc1cccc(CCNCc2ccccn2)c1
  -23.4 | 1.23
#6 O=C1NC(=O)N(Cc2ccccc2)C(=O)/C1=C/C=C/c1ccco1
  66.4 | 0.336
#7 COc1ccccc1N1CCN(Cc2cc(C)c(C)cc2O)CC1
  13.1 | 0.869
#8 Cc1ccnc(-n2c(C)nc3ccccc3c2=O)c1
  -13.6 | 1.14
#9 CCc1cccc2c(C#N)cn(CC(=O)N3CCOCC3)c12
  0.2 | 0.998
#10 CCCC(=O)Nc1ccc(N2CCN(CC)CC2)c(Cl)c1
  1.2 | 0.988
#11 CC(=O)c1ccc2c(c1)C1C(Cl)C(Sc3ccccc3[N+](=O)[O-])CC1C(c1ccccc1)N2 (stereo not drawn)
  14.6 | 0.854
#12 CC(=O)OC1N=C(c2ccc(Cl)cc2)c2cc(Br)ccc2NC1=O (stereo not drawn)
  12.2 | 0.878
#13 C=C(C)c1cccc(C(C)(C)NC(=O)NC2CN3CCC2CC3)c1 (stereo not drawn)
  -5.8 | 1.06
#14 O=C1NC(=O)N(Cc2ccc(F)cc2)C(=O)/C1=C\C=C\c1ccco1
  61.2 | 0.388
#15 Cc1sc2ncn(CC(=O)NCCCC(=O)N3CCC4(CC3)OCCO4)c(=O)c2c1C
  10.4 | 0.896

Grouped by structure: the compounds so far containing a carbonyl joined to an NH by a bond outside any ring (4)
Fields: IAP activation | IAP activation Fold change
#2 Cc1cc(OCC(=O)NC2CCS(=O)(=O)C2)c2c3c(c(=O)oc2c1)CCC3 (stereo not drawn)
  -11.0 | 1.11
#10 CCCC(=O)Nc1ccc(N2CCN(CC)CC2)c(Cl)c1
  1.2 | 0.988
#13 C=C(C)c1cccc(C(C)(C)NC(=O)NC2CN3CCC2CC3)c1 (stereo not drawn)
  -5.8 | 1.06
#15 Cc1sc2ncn(CC(=O)NCCCC(=O)N3CCC4(CC3)OCCO4)c(=O)c2c1C
  10.4 | 0.896

One compound at a time (already shown). Values in the order: IAP activation	IAP activation Fold change
`CC(=O)OC1N=C(c2ccc(Cl)cc2)c2cc(Br)ccc2NC1=O` (stereo not drawn) is listed with 12.2	0.878
`Cc1cccn2c(=O)c3cc(C(=O)N4CCC5(CC4)OCCO5)n(C)c3nc12` is listed with 7.6	0.924

These rows are one share of the data, so the mix of outcomes need not match the whole.
